CSM14.1 death rescue – rescue of cells from ER stress-induced death, primary screen, 384-well, CSM14.1, thapsigargin, ATP luminescence (AID 1222); CSM14.1 thapsigargin-induced death rescue, ATP luminescence; higher % means a stronger effect; cellular ATP content (survival), % at 20 µM, or EC50 in µM where a hit was titrated; 190,000 tested, under 10 active;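 active = EC50 below 50 µM in the dose-response confirmation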;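 also: death triggered by thapsigargin at about 15 µM added after 2 h compound pretreatment; cell ATP read after overnight thapsigargin exposure of roughly 18 to 22 hours; normalized against plate controls of thapsigargin alone and 5% DMSO vehicle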
Siah-1 displacement – blockers of Siah-1 interaction with plectin peptide – biochemical, fluorescence polarization, rhodamine-plectin, uHTS, primary screen (AID 1817) | Siah-1 / rhodamine-plectin peptide fluorescence polarization; higher % means a stronger effect | displacement, % at 20 µM; hits with a dose series show IC50 in µM | 290,000 compounds, 0.02% hits;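 active = displacement of at least 50% at 20 µM, with a fluorescence ratio check between 0.3 and a set limit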;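 also: plate controls were Siah plus tracer with DMSO for no effect and tracer alone without Siah for full effect; strong numbers were not always called active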
PhoP inhibition – PhoP-dependent GFP reporter repression – Salmonella Typhimurium, primary screen (AID 1863); S. Typhimurium PhoP-regulated promoter GFP reporter, 4 h; higher % means a stronger effect; one-dose inhibition, % at 50 µM; IC50 in µM for titrated hits; 300,000 compounds, 0.16% hits;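 active = inhibition over 29.93%, a cutoff 3 SD above the screen mean, later confirmed by dose response; inconclusive = inhibition over 29.93% but no dose response follow-up; inactive = inhibition at most 29.93% or unconfirmed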;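 also: 0% = low Mg2+ inducing control and 100% = high Mg2+ repressing control; strong numbers were not always called active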
M1AAP inhibition – malaria alanyl aminopeptidase activity blockers – biochemical, fluorogenic H-Leu-NHMec substrate, 1536-well (AID 1445); recombinant M1AAP, H-Leu-NHMec fluorogenic kinetic assay; higher % means a stronger effect; inhibition, % at 30 µM; hits with a dose series show IC50 in µM; 220,000 compounds, 0.42% hits;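 active = primary inhibition above the hit cutoff, then over 50% inhibition at one or more dose response concentrations, cut at about 23% in these data, passing the limit was not always enough; inconclusive = conflicting primary data, or primary hits not chosen for dose response; inactive = low primary inhibition, or under 50% at every dose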;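 also: plate controls were DMSO full reaction for no effect and no enzyme background for full effect; strong numbers were not always called active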
West Nile virus CPE – West Nile virus antiviral activity, cell-based, CPE readout (AID 1621) | CPE inhibition, % at 10 µM, or IC50 in µM where a hit was titrated | West Nile virus-infected cells, CPE inhibition; higher % means a stronger effect | 290,000 compounds, 0.02% hits; in the data active = a potency from the dose series; inconclusive = CPE inhibition mostly from about 3.7% at the one dose, without a potency; inactive = the rest, 99 in 100 with CPE inhibition below about 2.2%; also: strong numbers were not always called active
Yfh1-off respiration – enhancers of respiration in Yfh1-depleted yeast, dose response, Friedreich's ataxia, plus single-dose screen (AID 1465) | fold induction at 50 µM; hits with a dose series show EC50 in µM | S. cerevisiae Yfh1-off respiration, WST-1 reduction, 72 h; higher fold induction means a stronger effect | 220,000 compounds, 0.074% hits;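 active = fold induction of absorbance versus untreated yeast above a set limit, then at least 30% activation at any dose in follow-up; inconclusive = repeats straddling the limit, or above it without dose testing; inactive = fold induction below the set limit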;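 also: activators that raise dye reduction in frataxin-depleted yeast; strong numbers were not always called active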
PMI inhibition – human PMI inhibitors, high substrate, primary screen, biochemical, fluorescence intensity, high mannose 6-phosphate (AID 1220); one-dose inhibition, % at 20 µM; IC50 in µM for titrated hits; recombinant PMI enzyme, coupled fluorescence intensity; higher % means a stronger effect; 190,000 compounds, 0.66% hits; in the data active = inhibition above about 50%
P. falciparum M17LAP – P. falciparum M17LAP inhibitors, primary screen, biochemical, fluorogenic H-Leu-NHMec substrate, 1536-well (AID 1619); recombinant M17LAP, H-Leu-NHMec fluorogenic kinetic assay; higher % means a stronger effect; 220,000 compounds, 0.38% hits; one-dose inhibition, % at 30 µM; IC50 in µM for titrated hits;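 active = compound inhibiting the enzyme by more than half at any dose during confirmatory dose-response retesting; inconclusive = strong single-dose inhibitors picked by rank but not retested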;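 also: plate controls were full reaction with DMSO carrier for no effect and no enzyme background for full effect; strong numbers were not always called active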
XIAP displacement – XIAP antagonists, biochemical, IAP family, fluorescence polarization (AID 1018). XIAP BIR domain, fluorescence polarization peptide displacement; higher % means a stronger effect. one-dose displacement, % at 20 µM; IC50 in µM for titrated hits. 200,000 compounds, 0.007% hits; in the data active = displacement above about 50%; also: a part of the inactive calls stands beside numbers as strong as those of hits
* = called active by the depositor; i = inactive; ? = inconclusive; · = not tested or not shown. Rows were taken by chance, and some 1.6% of all compounds hit somewhere here.

SMILES	CSM14.1 death rescue	Siah-1 displacement	PhoP inhibition	M1AAP inhibition	West Nile virus CPE	Yfh1-off respiration	PMI inhibition	P. falciparum M17LAP	XIAP displacement
O=C(NCCN1C(=O)S/C(=C\c2ccc(Cl)c(Cl)c2)C1=O)C1COc2ccccc2O1 (stereo unspecified)	-0.7%	-5%	-3%	3%	-1.3%	i	5%	0%	-4.0%
O=C(c1ccc(Cl)cc1)N1CCN(c2cc(=O)[nH]nc2-c2ccccc2)CC1	-0.9%	0%	6%	2%	0.0%	i	1%	13%	-9.1%
Brc1ccc(-c2csc(N/N=C/c3ccc4c(c3)OCO4)n2)cc1	-2.9%	-5%	1%	4%	-0.6%	i	-36%	2%	-50%
COc1ccc(-c2csc(N)n2)cc1	-4.1%	-5%	12%	-4%	0.7%	i	8%	-1%	-4.4%
S=C1NC2=C(CCCC2=C2SCCS2)C(c2ccccc2)N1 (stereo unspecified)	-1.2%	-1%	0%	15%	-0.8%	i	-2%	10%	-13%
CCSc1nnc(NC(=O)CCc2ccc(OC)cc2)s1	-1.0%	2%	-11%	6%	-0.5%	i	9%	1%	-13%
COc1ccc(/C=N/NC(=S)Nc2cccc(C(=O)O)c2)cc1OC	-1.7%	4%	-16%	10%	0.8%	i	2%	39%	-3.5%
Nc1cccc(-c2nnc3n2CCCCC3)c1	0.4%	-2%	-2%	3%	-0.1%	i	2%	1%	-9.4%
NC(=O)C(F)(F)C12OC3C4C5CC(C6C5C3C61)C42 (stereo unspecified)	-0.8%	2%	11%	-5%	0.1%	i	-1%	-1%	1.9%
OCc1ccccc1CNCc1ccccc1	0.1%	2%	4%	-1%	-0.2%	i	-7%	3%	-7.9%
CCOC(=O)Cn1c(CCC(=O)O)ccc1-c1ccc(F)cc1	-0.5%	13%	9%	1%	-0.2%	i	-24%	-1%	-9.9%
Fc1ccccc1NC(=S)N(CCN1CCCCCC1)Cc1cccs1	-1.1%	-1%	-9%	10%	-1.7%	i	-7%	0%	-10%
CC1CCc2nc(N)c(C#N)c(-c3cccnc3)c2C1 (stereo unspecified)	0.1%	0%	24%	5%	-0.4%	i	-4%	-6%	-6.4%
Cc1cc(NC(=O)CN2CCN(C)CC2)no1	-0.4%	6%	8%	-1%	1.2%	i	2%	2%	-4.7%
O=C(/C=C/c1ccccc1)Nc1ccc(N2CCCCC2)cc1	-2.5%	-1%	1%	-2%	-0.2%	i	-4%	3%	-10%
N/C(=N\OC(=O)c1ccco1)c1ccccn1	-1.7%	-3%	5%	1%	0.1%	i	10%	7%	16%
CC(NC(=O)CCl)c1ccc(Cl)c(Cl)c1 (stereo unspecified)	-2.3%	-3%	5%	2%	2.9%	i	-2%	-8%	-2.5%
CCc1nc(N2CCN(C(=O)c3ccco3)CC2)c2c3c(sc2n1)CCCC3	9.6%	1%	1%	7%	1.9%	i	8%	5%	-7.6%
Cn1c(=O)cc(N2CCOCC2)[nH]c1=O	-1.3%	3%	6%	12%	-0.1%	i	22%	2%	-8.8%
COc1ccc(C2CC(C)=C(C#N)S(=O)(=O)C2C#N)cc1 (stereo unspecified)	·	0%	-4%	8%	1.0%	i	·	5%	·
CC(C)(C)c1nn(-c2ccccc2)c2[nH]c(=O)c(CNc3ccc4c(c3)OCCO4)cc12	0.1%	3%	-20%	41%	?	i	6%	16%	-10%
COc1cc(C#N)c(NC(=O)CN2CCC(C(N)=O)CC2)cc1OC	0.7%	3%	4%	-1%	0.9%	i	3%	1%	-4.1%
Cc1ccc(NC(=O)CCC(=O)N/N=C/c2ccco2)c(C)c1	1.6%	0%	-6%	0%	-0.8%	i	6%	23%	1.0%
CCn1c(SCC(=O)N2CCOCC2)nc(O)cc1=O	-2.1%	0%	0%	-2%	-0.4%	i	1%	6%	-14%
CCOC(=O)NC(C(F)(F)F)(C(F)(F)F)P(=O)(c1ccccc1)c1ccccc1	-2.5%	0%	22%	13%	0.0%	i	-18%	-3%	-2.4%
Cc1ccc(SCc2nc(-c3ccccc3)no2)cc1	-2.7%	0%	4%	1%	0.0%	i	8%	4%	3.5%
CC1CCC(NC(=O)CC2Oc3ccccc3NC2=O)CC1 (stereo unspecified)	0.6%	-1%	3%	13%	-0.5%	i	8%	4%	-2.5%
Cc1ccc2nc(SCC(=O)Nc3ccc(F)c([N+](=O)[O-])c3)[nH]c2c1	-1.7%	-5%	23%	1%	2.2%	i	11%	6%	-6.0%
CN(CCN1CCOCC1)Cc1nc(-c2cccs2)no1	0.3%	13%	-5%	4%	-0.8%	i	-12%	0%	1.1%
Cc1ccc(S(=O)(=O)N2CCN(Cc3nc4sc5c(c4c(=O)[nH]3)CCCC5)CC2)cc1	2.3%	4%	-13%	12%	-0.3%	i	-9%	7%	0.3%
CC(C)(C)C(=O)OC/C(N)=N/OC(=O)c1ccccc1	·	6%	3%	0%	0.0%	i	·	-2%	·
O=C(Oc1ccc2c(c1)OCO2)c1cc2c(s1)CCC2	-1.6%	2%	-1%	6%	-1.6%	i	4%	7%	-1.9%
CCOC(=O)N1CCN(C(=O)CN(c2ccccc2OC)S(=O)(=O)c2ccc(C)cc2)CC1	-2.8%	-1%	-13%	2%	-0.3%	i	-5%	-4%	-7.3%
CCCc1cc(-c2n[nH]c(=S)n2CC)c2ccccc2n1	2.4%	5%	-5%	0%	-0.3%	i	-6%	16%	-13%
Cc1nc2nc(Cc3ccccc3)[nH]n2c(=O)c1Cc1ccccc1	·	0%	7%	4%	1.5%	i	-2%	30%	-9.2%
Cc1cccc(NC(=O)c2cc(N3CCOCC3)nc3ccccc23)c1	-1.1%	0%	-5%	6%	-0.2%	i	12%	-24%	-5.9%
Cc1nn(C)c(=S)n1-c1ccc(Cl)cc1	-0.7%	-2%	3%	-1%	-0.2%	i	14%	0%	-9.7%
Nc1cc(C(F)(F)F)ccc1N1CCOCC1	-0.2%	4%	5%	4%	0.5%	i	11%	-9%	-6.4%
CCN1CCCC1CNC(=O)Cn1ncc2c(=O)oc3ccc(C)cc3c21 (stereo unspecified)	·	2%	-5%	7%	-0.1%	i	1%	5%	1.4%
C=CCc1cccc2cc(C(=O)NC)c(=O)oc12	-2.0%	-5%	9%	6%	0.5%	i	1%	1%	-3.4%
COc1ccc(OC)c(C(=O)Cn2nnc(-c3ccc(N4CCOCC4)cc3)n2)c1	·	8%	-2%	-2%	-0.1%	i	·	2%	·
C=CCn1c(SCC(=O)N2N=C(c3ccco3)CC2c2ccco2)nnc1-c1ccncc1 (stereo unspecified)	3.6%	65%	7%	3%	-0.5%	i	·	10%	-2.5%
O=C1CCCC2=C1C(c1ccc(Cl)cc1)N1C(=O)CCSC1=N2 (stereo unspecified)	-1.6%	-1%	-4%	5%	-0.9%	i	12%	-4%	-8.4%
O=C(Nc1ccc(N2CCOCC2)c(F)c1)c1ccncc1	-3.1%	-2%	2%	6%	-0.2%	i	-4%	10%	-7.0%
CCC1(CC)C(=O)N(C)C(=O)NC1=Nc1ccc(OC)cc1	-0.3%	-2%	-12%	3%	0.2%	i	-16%	10%	-4.8%
Cc1cccc(/C(N)=N/OC(=O)c2ccc(Br)o2)c1	0.8%	6%	17%	0%	-0.9%	i	16%	3%	-3.7%
Cc1ccc(OCC(=O)N/N=C\c2ccc(C)o2)c(C)c1	0.0%	5%	-7%	3%	0.0%	i	0%	-5%	-5.0%
Cc1ccc2oc(=O)c3cnn(CC(=O)NC4CCCCC4C)c3c2c1 (stereo unspecified)	0.8%	0%	3%	-5%	-0.1%	i	-4%	0%	-6.5%
Fc1ccc(OCCOCCOc2cccc3[nH]ccc23)cc1	2.2%	-3%	-2%	11%	-0.3%	i	5%	0%	1.5%
CNC(=O)/C(C#N)=C/c1c(N2CC(C)OC(C)C2)nc2ccccn2c1=O (stereo unspecified)	-3.0%	-2%	-10%	8%	-0.4%	i	-3%	-222%	-11%
Cc1nc(NCc2ccc3c(c2)OCO3)c2oc3ccccc3c2n1	3.3%	5%	30%	2%	-0.3%	i	-2%	2%	-6.0%
COc1cc(-c2nnc(COc3ccc4cc(Br)ccc4c3)o2)cc(OC)c1OC	4.1%	4%	1%	0%	?	i	15%	-1%	-5.6%
CCC(c1nnnn1CC1CCCO1)N(CCN1CCOCC1)Cc1cc2cc(C)ccc2[nH]c1=O (stereo unspecified)	-2.2%	0%	2%	3%	-0.3%	i	-24%	1%	-5.8%
O=C(CN1CCOCC1)Nc1cccc(S(=O)(=O)N2CCCCCC2)c1	-0.1%	-2%	-6%	-3%	-0.7%	i	13%	-3%	-3.8%
COc1cccc(C(=O)C2CCCN(Cc3cccn3-c3ccccn3)C2)c1 (stereo unspecified)	-2.7%	-7%	8%	10%	-1.7%	i	-2%	4%	-1.9%
CSc1nc(-c2ccc(Cl)cc2)nn1C(=O)c1ccccc1	-3.3%	6%	15%	0%	-0.1%	i	-2%	0%	-1.7%
Cc1ccc(CNC(=O)c2c(C)cc(=O)oc2C)cc1	-0.5%	-2%	-1%	3%	-0.5%	i	-5%	4%	-3.0%
Cc1cc([N+](=O)[O-])nn1CCCC(=O)NC1CCCCC1	-0.3%	6%	7%	0%	-0.3%	i	-10%	6%	-7.3%
Cc1nn(-c2ccccc2)c2c1C1(C(=O)N3c4c(cccc41)C(C)CC3(C)C)C(C#N)=C(N)O2 (stereo unspecified)	-1.8%	-2%	11%	-1%	-0.1%	i	21%	14%	-4.4%
CCOc1ccc2c(c1)C(c1cccs1)=NNC(c1cccnc1)=N2	-1.9%	-1%	10%	1%	-1.6%	i	13%	2%	-10%
CCC(=O)N(Cc1ccc(S(N)(=O)=O)cc1)C1CC(=O)N(c2ccccc2)C1=O (stereo unspecified)	-0.2%	0%	6%	0%	0.2%	i	-8%	-1%	-1.5%
CCOC(=O)c1c(-c2ccc(C)s2)csc1NC(=O)c1ccco1	-1.1%	1%	·	·	·	·	4%	·	-3.1%

Individual results from the results shown.
XIAP displacement, O=C(/C=C/c1ccccc1)Nc1ccc(N2CCCCC2)cc1 reads -10%
M1AAP inhibition, COc1cccc(C(=O)C2CCCN(Cc3cccn3-c3ccccn3)C2)c1 (stereo unspecified) reads 10%

Bioassay records deposited in PubChem by several laboratories.
